14-3-3g Raf: modulators of human 14-3-3 gamma - Raf peptide interaction; P61981; FP, 14-3-3gamma / TMR-pS259-Raf peptide binding; inhibition, % at 40 µM; hit rate 0.19% among 160,000; AID 422; in the data active = inhibition above about 30%;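 also: 0% = protein plus tracer without compound and 100% = blank with tracer alone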
Target sequence (P61981 whole entry, looked up): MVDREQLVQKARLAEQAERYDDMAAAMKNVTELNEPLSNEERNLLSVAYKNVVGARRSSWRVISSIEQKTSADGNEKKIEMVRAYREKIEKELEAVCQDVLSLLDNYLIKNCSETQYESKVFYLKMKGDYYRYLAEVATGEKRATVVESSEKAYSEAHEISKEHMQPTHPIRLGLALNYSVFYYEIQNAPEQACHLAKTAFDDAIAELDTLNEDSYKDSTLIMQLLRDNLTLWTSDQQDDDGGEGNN
* hit, by the source's call; & = joins results of further samples. Some of the compounds tested; count on the stated rates, not on these rows.

SMILES | 14-3-3g Raf
CCCc1nc2c(sc3nc(COC)cc(C)c32)c2nc3ccccc3n12 | -15.4
COc1ccc(C2C(C(=O)Nc3ccccc3)=C(C)Nc3nc(-c4ccccc4)nn32)c(OC)c1 (centres undefined) | -1.8
Cc1ccc(N2CCN(c3cc(C)nc4nc(C)nn34)CC2)c(C)c1 | 4.6
CC(C)c1ccc(NC(=O)C2CCN(S(=O)(=O)c3ccccc3)CC2)cc1 | -2.6
COc1ccccc1CNC(=O)CNC(=O)Cn1c(C)cc2ccccc2c1=O | -3.0
C=CCn1c(SCC(=O)Nc2ccccc2C(F)(F)F)nnc1-c1cccs1 | -9.9
CC(C)n1nc(C(=O)Nc2nc3ccc(S(C)(=O)=O)cc3s2)c2ccccc2c1=O | -0.5
CCCCC(=O)Nc1ccc(N2CCN(C(=O)CC)CC2)cc1 | 11.1
Cc1ccc(C)c(C(=O)CSc2ncn[nH]2)c1 | -4.6
O=c1c2[nH]c3ccccc3c2ncn1CCN1CCNCC1 | 0.5
Cn1nnnc1SCC(=O)N1c2ccccc2Sc2ccccc21 | -3.7
COc1ccc(N)cc1-n1c(C)ccc1C | -56.7
COc1ccc(C)cc1-n1nnnc1SCC1CCCCO1 (centres undefined) | -3.2
CC(C)OC(=O)c1cc(NC(=O)C2C3CCC(O3)C2C(=O)O)cc(C(=O)OC(C)C)c1 (centres undefined) | 1.6
Cc1ccc(NS(=O)(=O)c2cn(C)cn2)cc1 | 0.0
O=C1CCCCCN1C(=O)c1cccc(C(=O)N2CCCCCC2=O)c1 | -3.9
O=C(O)CCC(=O)OCC1CCCO1 (centres undefined) | -9.9
COc1ccc(S(=O)(=O)N2Cc3ccccc3CC2C(=O)Nc2nccs2)cc1OC (centres undefined) | -5.0
COc1ccc(C2NC(=O)NC(C)=C2C(=O)Nc2ccccc2)cc1OC (centres undefined) | -6.7
CCCn1c(-c2ccc(OC)cc2)nc2nc3ccccc3nc21 | -10.5
Cc1cc(C)c2c(N)c(C(=O)N3CCN(c4ncccn4)CC3)sc2n1 | 2.3
Brc1ccc(-c2cn3c4ccccc4nc3n2CCCNC2CCCCC2)cc1 | -3.0
COc1ccc(CCCc2nnc(SCC(=O)Nc3nc(C)cs3)n2C)cc1 | -2.1
COc1ccc(C2=C(O)C(C)N(c3ccccc3)C2=N)cc1OC (centres undefined) | -10.3

Some of these compounds in order of length of the SMILES, falling:
SMILES | 14-3-3g Raf
CC(C)OC(=O)c1cc(NC(=O)C2C3CCC(O3)C2C(=O)O)cc(C(=O)OC(C)C)c1 (centres undefined) | 1.6
COc1ccc(S(=O)(=O)N2Cc3ccccc3CC2C(=O)Nc2nccs2)cc1OC (centres undefined) | -5.0
COc1ccc(C2NC(=O)NC(C)=C2C(=O)Nc2ccccc2)cc1OC (centres undefined) | -6.7
COc1ccc(CCCc2nnc(SCC(=O)Nc3nc(C)cs3)n2C)cc1 | -2.1
O=C1CCCCCN1C(=O)c1cccc(C(=O)N2CCCCCC2=O)c1 | -3.9
COc1ccc(C2=C(O)C(C)N(c3ccccc3)C2=N)cc1OC (centres undefined) | -10.3
O=C(O)CCC(=O)OCC1CCCO1 (centres undefined) | -9.9

(more compounds)
SMILES | 14-3-3g Raf
Cc1cc(C)nc(NS(=O)(=O)c2ccc(Br)s2)c1 | -7.2
CCC(C)NC(=O)c1sc2nc(C)nc(N3CCCCC3)c2c1C (centres undefined) | 17.7
COCCN1C(=O)c2ccccc2C(C(=O)Nc2cc(C)ccn2)C1c1c[nH]c2ccccc12 (centres undefined) | -3.5
O=C(Cc1ccccc1)N1CCN(S(=O)(=O)c2ccccc2)CC1 | -7.5
CCOC(=O)c1ccc2c(c1)nc(SCC(=O)c1ccco1)n2CC | -13.4
Cc1cc(C)n2nc(SCN3C(=O)c4ccccc4C3=O)nc2n1 | -21.9
COc1ccc(NCc2ccc3c(c2)OCO3)cc1Cl | 2.7&3.1
CN(C)c1oc(-c2ccccc2Cl)nc1S(=O)(=O)c1ccccc1 | -1.6
Cc1cccc(-n2cnc3cc(C(=O)NCCc4ccccc4)ccc32)c1 | -75.0
CCOC(=O)CSc1nc2cc(C)ccc2cc1C#N | 1.2
O=C(Nc1ccc(N2CCCCC2)cc1)c1cccc(OCc2ccccc2)c1 | -107.9
CNC(=O)c1[nH]cnc1C(=O)Nc1cccc(OC)c1 | -5.0
COc1ccccc1Cn1c(=S)[nH]c2cc(C(=O)NCc3cccs3)ccc2c1=O | 0.8
CCOc1ccc(C2=NN3C(C2)c2cccc(OCC)c2OC3c2cc(OC)ccc2OC)cc1 (centres undefined) | -76.8
c1cc(Nc2ncnc3sccc23)cc(-c2nnc3n2CCCCC3)c1 | -20.3
O=S(=O)(/C=C/c1ccccc1)NCCc1ccccn1 | -1.8
O=C(O)C1CCC(CNCc2ccccc2[N+](=O)[O-])CC1 (centres undefined) | -4.4
CCOC(=O)/C(C#N)=C1/C=C(C)NC(c2ccccc2O)=N1 | -4.6
Cc1ccc(Cn2ncc3c(N4CCN(c5ccc(C)cc5)CC4)ncnc32)cc1 | 1.1
CC(C)(C)NC(=O)CSc1nnc(-c2ccccn2)n1-c1ccccc1 | -4.2
CCSc1nnc2c(n1)OC(c1cccc(F)c1)Nc1ccccc1-2 (centres undefined) | -8.7
CCOc1ccccc1NC(=O)Cc1nn(C)c(=O)c2ccccc12 | 6.8
COc1ccc(CNC(=O)c2cc(=O)[nH]c3ccc(S(=O)(=O)N4CCCCC4)cc23)c(OC)c1 | -7.3
Cc1ccc(Oc2ccc(N3C(=O)C4C5C=CC(C5)C4C3=O)cc2)cc1 (centres undefined) | -18.9
CCSc1nnc2c(n1)OC(c1ccc3c(c1)OCO3)Nc1ccc(Br)cc1-2 (centres undefined) | -77.4
CC(C)C(NC(=O)c1ccc(C23CC4CC(CC(C4)C2)C3)cc1)C(=O)N1CCc2ccccc2C1 (centres undefined) | -23.7
CC(Sc1nc2c(c(=O)n1-c1ccccc1)SCC2)c1ccccc1 (centres undefined) | -41.3
CS(=O)(=O)N(CC(=O)N1CCOCC1)c1ccc2c(c1)OCO2 | -4.2
CC1(C)S[C@@H]2[C@H](NC(=O)[C@H](N)c3ccccc3)C(=O)N2[C@H]1C(=O)O | -3.5
COCCn1c(SCC(=O)Nc2cccc(C(=O)OC)c2)nc2ccccc2c1=O | 0.9
Cc1coc2c1c(C)cc1oc(=O)c(Cc3ccccc3)c(C)c12 | 2.0
CCOC(=O)c1sc(NC(=O)Nc2sc(=S)n(C)c2C)nc1C | -42.1
CCn1c(=O)n(CC(=O)NCCN(C)C)c(=O)c2ccccc21 | -14.1
Cc1ccc(C)c(S(=O)(=O)NCc2ccc(C(=O)N3CCN(C)CC3)cc2)c1 | 7.0
O=C(Nc1cccnc1)c1ccc(COCC(F)(F)F)cc1 | 0.5
COc1ccc(S(=O)(=O)Nc2ccc(O)c3ccccc23)cc1 | 7.3
CC1(C)CC(=O)C2=C(C1)NC1=C(C(=O)CC(C)(C)C1)C2c1ccc(O)c(Cl)c1 | -5.0
O=C(Nc1cc(N2CCOCC2)ncn1)NC1(C(F)(F)F)Oc2ccc(Cl)cc2O1 (centres undefined) | 1.2
COc1ccc2[nH]cc(C(=O)CN3CCN(C4CCCCC4)CC3)c2c1 | -9.2
O=C(CSc1nc2ccccc2c2nc3ccccc3n12)c1ccccc1 | -5.0
CC1=CC(C)C(/C=N/n2cnnc2)C(C)C1 (centres undefined) | -5.8
CCOc1cc(C2Nc3ccccc3-c3nnc(SC)nc3O2)cc(Br)c1OCC (centres undefined) | -106.2
COC(=O)c1ccc(C)c(N(CCO)CCO)c1 | -3.2
Cc1ccc(C2=NN(S(C)(=O)=O)C(c3ccccc3Cl)C2)cc1 (centres undefined) | -127.7
C=CCn1c(SCC(=O)Nc2nc(-c3ccccc3)ns2)nc2sc3c(c2c1=O)CCC3 | -9.1
CCOc1ccccc1N1CC(O)=C(c2nc3ccccc3s2)C1=N | -12.9
CCCCNC(=O)c1ccc2c(c1)N(C)C(=O)c1ccccc1S2 | -6.5
CC(=O)Nc1ccc(S(=O)(=O)n2cnc3ccccc32)cc1 | -3.6
COC(=O)c1sc(=S)n(-c2ccc(C)cc2)c1N | -6.2
Cc1nn(CCC(=O)O)c2nc(-c3cccnc3)cc(C(F)(F)F)c12 | -1.5
Nc1cc2c(cc1[N+](=O)[O-])OCCOCCOc1ccc([N+](=O)[O-])cc1OCCOCCO2 | -19.0
COc1ccccc1NC(=O)c1cccc(N2C(=O)C3C4C=CC(C4)C3C2=O)c1 (centres undefined) | 7.1
CC12CC(NC(=O)N1c1cccc(C(=O)N3CCN(c4ccccc4)CC3)c1)c1ccccc1O2 (centres undefined) | -1.0
Cc1cc(C)cc(CC(C(=O)Nc2cccc(C(F)(F)F)c2)C(C)C(=O)O)c1 (centres undefined) | 0.8
COc1ccc(-c2nnn(CC(=O)NCCc3ccccc3)n2)cc1OC | -0.3
CC(=O)Oc1cccc(N2C(=O)c3ccc(-c4nc5ccccc5o4)cc3C2=O)c1 | -1.8
Cc1c(NC(=O)c2ccccc2[N+](=O)[O-])cccc1-c1nc2cc(Cl)ccc2o1 | -118.4
CCN1CCN(C(=O)CCN2C(=O)COc3ccc(C)cc32)CC1 | 1.3&-5.1
CCn1c(CCNC(=O)c2cccs2)nnc1SCC(=O)c1ccc(OC)cc1 | 7.0
COc1cc(NC(=O)c2sc3ncn(Cc4cccc(F)c4)c(=O)c3c2C)cc(OC)c1OC | -8.1
Other records follow:
SMILES | 14-3-3g Raf
O=C(O)CCC(=O)N1N=C(c2c(-c3ccccc3)c3cc(Br)ccc3[nH]c2=O)CC1c1ccc(Br)cc1 (centres undefined) | -6.9
Cc1nnc(NC(=O)CSc2c[nH]c3ccccc23)s1 | 0.3
Cc1ccc(N2C(=O)c3cccc4c(Br)c([N+](=O)[O-])cc(c34)C2=O)cc1C | -8.4
COc1nc(N2CCOCC2)nc(-n2cccc2)n1 | 0.6
Cc1c(C#N)sc2nc(-c3ccccc3)nc(N=CN(C)C)c12 | -10.7
Nc1nc(F)cc(Oc2ccc(F)cc2)n1 | 2.1
CN1CCN(C(=O)CCC(=O)c2ccc(F)cc2)CC1 | -12.5
CC(=O)Oc1ccc2c(=O)c(-c3nc4ccccc4[nH]3)c(C)oc2c1 | -4.0
Cc1ccc(-c2nc3cc(NC(=O)Cc4ccc(Cl)cc4)ccc3o2)cc1 | -3.5
CC1(C)CC2CC(C)(CN2C(=O)c2ccc(NC(=O)c3ccco3)cc2)C1 (centres undefined) | -14.9
CC(=O)OC1=CSc2ccc(Br)c3cccc1c23 | -15.7
CC(CN1CCN(C)CC1)OC(=O)c1ccc(C(C)(C)C)cc1 (centres undefined) | -2.1

Some of the entries so far, as tab-separated lines:
molecule	14-3-3g Raf
CC(CN1CCN(C)CC1)OC(=O)c1ccc(C(C)(C)C)cc1 (centres undefined)	-2.1
COc1nc(N2CCOCC2)nc(-n2cccc2)n1	0.6
Cc1c(C#N)sc2nc(-c3ccccc3)nc(N=CN(C)C)c12	-10.7

The listing picks up with the 6 entries that preceded the break.
SMILES | 14-3-3g Raf
CN1CCN(C(=O)CCC(=O)c2ccc(F)cc2)CC1 | -12.5
CC(=O)Oc1ccc2c(=O)c(-c3nc4ccccc4[nH]3)c(C)oc2c1 | -4.0
Cc1ccc(-c2nc3cc(NC(=O)Cc4ccc(Cl)cc4)ccc3o2)cc1 | -3.5
CC1(C)CC2CC(C)(CN2C(=O)c2ccc(NC(=O)c3ccco3)cc2)C1 (centres undefined) | -14.9
CC(=O)OC1=CSc2ccc(Br)c3cccc1c23 | -15.7
CC(CN1CCN(C)CC1)OC(=O)c1ccc(C(C)(C)C)cc1 (centres undefined) | -2.1
Cc1ccc(-n2ncc3c(Nc4ccc(C(C)C)cc4)ncnc32)c(C)c1 | -2.4
CCSC1=C(C#N)C2(CCCCC2)C(C#N)=C(N)N1 | 7.3
O=C1c2cccc3cccc(c23)C(=O)N1c1ccc2c3c(cccc13)CC2 | -6.3
CCOc1ccc(NC(=NS(=O)(=O)c2ccc(Cl)cc2)c2ccccc2)cc1 | -0.3
CCOCCCNC(=O)NC12CC3CC(CC(C3)C1)C2 | -10.5
Cc1ccc(NC(=O)c2ccc(NS(=O)(=O)c3c(C)n[nH]c3C)cc2)cc1 | 3.8
O=C(O)c1ccc(-n2nc(C(F)(F)F)c3c2-c2ccoc2CC3)cc1 | -9.0
O=C(CSc1ncn[nH]1)c1cccs1 | 1.9
COc1ccccc1NC(=O)C1=C(C)Nc2nc(SCc3ccccc3Cl)nn2C1c1cccs1 (centres undefined) | -7.4
CCCC(c1nnnn1C(C)(C)CC)N1CCN(C2CCCC2)CC1 (centres undefined) | 2.1
O=C(Cn1cnc2sc3c(c2c1=O)CCCC3)NCCC(=O)N1CCN(c2ccccc2F)CC1 | 4.6
CCOC(=O)C1=C(c2ccccc2)Nc2nc(C)nn2C1c1cccc(OC)c1OC (centres undefined) | -3.4
CC(C)C[C@H](NC(=O)NCCc1ccc(Cl)cc1)C(=O)O | -0.2
CCc1ccc(-n2c(SCc3cccc(F)c3)nc3[nH]ncc3c2=O)cc1 | -1.5
CCCCn1cnc2c(sc3nc4c(cc32)COC(C)(C)C4)c1=O | 1.2
O=C1C(Nc2ccc(O)cc2)=CC(=NS(=O)(=O)c2ccc(F)cc2)c2ccccc21 | -13.0
O=S(=O)(Cc1ccc(Cl)cc1)NCC1CCCO1 (centres undefined) | -3.8
CC(=O)OCCOC(=O)CN1C(=O)c2ccccc2C1=O | 0.0
CN1CCOCCOCCN(C)C(=O)N2CCOCCOCCN(CCOCC2)C1=O | -2.8
O=C(CSc1nnc(Cc2cc(=O)[nH]c(=O)[nH]2)n1-c1ccc(F)cc1)NC1CCCC1 | -3.6
Cc1ccc(NC(=O)c2sc3nc(C)nc(N4CCC(C)CC4)c3c2C)c(Br)c1 | -3.9
Cc1cc2c(s1)c1cnn(Cc3ccccc3F)c(=O)c1n2C | 3.0
CCC(C)NC(=O)CCNS(=O)(=O)c1ccc(OC)cc1 (centres undefined) | -0.9
COc1cc(OC)cc(C(=O)N2CC(=O)Nc3ccc(Br)cc3C2c2ccc(F)cc2)c1 (centres undefined) | 6.0
Cn1c(=O)c2c(ncn2Cc2ccc(Cl)c(Cl)c2)n(C)c1=O | -10.1
CC(C)c1ccc(-c2csc(Nc3ccc(S(N)(=O)=O)cc3)n2)cc1 | 3.4
COc1ccc(/C=N/n2c(C)nnc2C)c(OC)c1OC | -8.4
CCN1CCN(C(=O)CN(c2cc(OC)ccc2OC)S(C)(=O)=O)CC1 | 0.8

Screening data from PubChem.
